Bioassay records as filed in PubChem BioAssay.
PvdQ acylase – P. aeruginosa PvdQ acylase inhibition | purified PvdQ acylase, fluorescence plate reader | inhibition, % at 10 µM | 340,000 compounds, 0.063% hits | AID 488965; in the data active = inhibition above about 30%, passing the limit was not always enough;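 note: 0% = vehicle neutral wells and 100% = reference inhibitor wells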
LANA DNA inh – inhibitors of KSHV LANA C-terminal domain DNA binding. MBP-C-LANA/FAM-LBS DNA binding, fluorescence polarization. 340,000 compounds, 0.078% hits. inhibition, % at 9 µM. AID 504423;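 active = highest replicate inhibition at or above 60% at 9 µM, even if other replicates fall short; inactive = all replicates below 60% inhibition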;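 note: 0% = neutral control wells and 100% = 4 µM acridine orange control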
PKA-R2B act – activates the human PKA-R2B holoenzyme complex; activation, % at 11.4 µM; PKA-R2B holoenzyme dissociation, Cy5-IP20 fluorescence polarization; R2B truncated from residue 108, S112A mutant; 0% DMSO only, 100% 113 µM cGMP; P22694+P31323; 340,000 compounds, 0.079% hits;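 active = activation above a cutoff set at the mean over all compounds plus 3 SD, cut at about 18% in these data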;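 note: higher means more holoenzyme dissociation and a rise in polarization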
Target sequence (P31323 whole entry, looked up, other chains not shown, the tested form may be a part): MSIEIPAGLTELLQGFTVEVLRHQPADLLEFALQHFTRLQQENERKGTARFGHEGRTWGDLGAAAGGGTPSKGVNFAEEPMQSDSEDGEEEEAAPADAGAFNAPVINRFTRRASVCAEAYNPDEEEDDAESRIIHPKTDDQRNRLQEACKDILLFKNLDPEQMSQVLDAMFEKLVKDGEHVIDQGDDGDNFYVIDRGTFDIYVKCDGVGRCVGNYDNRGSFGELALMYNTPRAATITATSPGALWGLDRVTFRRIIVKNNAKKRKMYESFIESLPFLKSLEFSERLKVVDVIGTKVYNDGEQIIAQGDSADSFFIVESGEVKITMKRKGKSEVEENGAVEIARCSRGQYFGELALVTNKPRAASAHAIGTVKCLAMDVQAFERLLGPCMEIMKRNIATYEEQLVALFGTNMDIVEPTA
Arr AP2 block – human beta-arrestin and AP2 interaction inhibition. FITC-arrestin peptide / GST-AP2 beads, flow cytometry; AP2 beta2 appendage carries R879A mutation. inhibition, % at 10 µM. 340,000 compounds, 0.31% hits;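 active = inhibition above a set limit, near 3 SD of compounds lacking own fluorescence, cut at about 54% in these data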;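 note: plate controls were DMSO wells for no effect and 5 µM unlabelled arrestin peptide for full effect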
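Test system: GST-tagged AP2 beta2-adaptin appendage (R879A) on 4 µm glutathione beads; also added: fluorescein-tagged arrestin peptide at 50 nM final; timing: 12 min plus 1 h, RT; signal: flow cytometry, FL1 (488/535 nm); read-out: percent drop in bead-associated FITC signal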
SR-BI DiI inh – mouse SR-BI HDL lipid transfer inhibition; 320,000 compounds, 0.96% hits; ldlA[mSR-BI] CHO cells, DiI-HDL uptake fluorescence, 3 h; AID 488896; Q61009; inhibition, % at 12.5 µM;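 active = mean replicate inhibition of at least 70% and a set share of replicates each scoring 70 or more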;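 note: 0% = median of neutral control wells and 100% = median of positive control wells; values of inactives mirror those of a sister screen read the other way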
SR-BI uptake up – SR-BI HDL lipid transfer activation; CHO ldlA[mSR-BI] cells, DiI-HDL uptake fluorescence, 3 h; 100 = double the neutral-control signal; activation, % at 12.5 µM; 320,000 compounds, 0.096% hits;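 active = mean replicate activation of at least 60% and every replicate at or above 60%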;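 note: 0% = median plate neutral-control signal and 100% = twice that signal; values of inactives mirror those of a sister screen read the other way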
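Material – SR-BI-overexpressing, LDLR-lacking CHO cells · Medium – BSA-supplemented, HEPES-buffered Ham's F12, pH 7.4 · Doses – single concentration · Times – compound with DiI-HDL co-incubation, 3 h at 37 °C · Measured by – bottom-read fluorescence, 550/595 nm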
DAGLB inhibitor – diacylglycerol lipase beta (human) inhibition; HEK293T DAGLB membrane lysate, EnzChek fluorogenic substrate; 340,000 compounds, 0.059% hits; inhibition, % at 5.17 µM; AID 504411; in the data active = inhibition above about 34%;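 note: 0% = enzyme with vehicle and 100% = wells lacking enzyme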
NSD2 HMT inh – inhibitors of human histone methyltransferase NSD2; O96028; NSD2 peptide methylation, AlphaScreen, 120 min; inhibition, % at 12.5 µM; 310,000 compounds, 0.54% hits; in the data active = inhibition above about 50%
Cardiac RTF inh – cardiac RTF calcium desensitization. IANBD-labeled cardiac RTF, Ca2+ fluorescence. AID 493244. inhibition, % at 7.15 µM. 340,000 compounds, 0.12% hits. P19429+P45379;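 active = inhibition above the mean inhibition of all tested compounds plus 3 SD, cut at about 17% in these data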;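 note: assay run at fixed EC70 calcium of 1.6 mM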
Keap1 Nrf2 FP – Keap1-Nrf2 (human) interaction inhibition | Q14145 | Keap1 Kelch-Nrf2 peptide fluorescence polarization, 1536-well | 340,000 compounds, 0.15% hits | inhibition, % at 9.4 µM; in the data active = inhibition above about 12%;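 note: human Keap1 Kelch domain with fluorescein labeled Nrf2 9mer peptide probe; 0% = neutral control wells and 100% = peptide positive control; higher means more block of Keap1 binding to Nrf2 peptide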
Target sequence (Q14145 whole entry, looked up, the tested form may be a part): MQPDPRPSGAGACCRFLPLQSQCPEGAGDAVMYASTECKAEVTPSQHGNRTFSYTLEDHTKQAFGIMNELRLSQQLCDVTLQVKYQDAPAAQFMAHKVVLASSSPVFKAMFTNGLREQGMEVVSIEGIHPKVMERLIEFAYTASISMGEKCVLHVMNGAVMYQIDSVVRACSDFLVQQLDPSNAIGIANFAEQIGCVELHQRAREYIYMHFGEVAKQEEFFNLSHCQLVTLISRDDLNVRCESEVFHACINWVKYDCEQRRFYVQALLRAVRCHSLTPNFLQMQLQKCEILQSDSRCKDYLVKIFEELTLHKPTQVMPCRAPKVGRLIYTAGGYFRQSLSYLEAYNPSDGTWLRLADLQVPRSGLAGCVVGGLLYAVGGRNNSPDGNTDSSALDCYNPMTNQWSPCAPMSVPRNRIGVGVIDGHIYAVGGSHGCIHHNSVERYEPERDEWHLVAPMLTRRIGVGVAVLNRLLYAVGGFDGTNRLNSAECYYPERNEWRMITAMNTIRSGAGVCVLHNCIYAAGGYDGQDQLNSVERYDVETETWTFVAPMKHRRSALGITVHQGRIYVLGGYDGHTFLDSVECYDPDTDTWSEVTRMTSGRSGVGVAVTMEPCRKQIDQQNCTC
The depositor's hits bear a star; nt = not tested or not shown; & = joins results of further samples.

SMILES | PvdQ acylase | LANA DNA inh | PKA-R2B act | Arr AP2 block | SR-BI DiI inh | SR-BI uptake up | DAGLB inhibitor | NSD2 HMT inh | Cardiac RTF inh | Keap1 Nrf2 FP
CC(=NCC1CCCO1)c1c(O)n(-c2ccc(Cl)cc2)c(=O)[nH]c1=O (stereo unspecified) | -25 | 0.5 | 3 | 0 | 0 | 0 | 1 | -1 | -2 | -6
CCCCOc1ccc(CC2C(=O)N(C)C(=O)N(C)C2=O)cc1 | 11 | 0.4 | -8 | 0 | 7 | -7 | -12 | 13 | 5 | 0
CC(C)C12CN3CC(C(C)C)(CN(C1)C3c1cccnc1)C2=O (stereo unspecified) | -7 | -0.3 | 12 | 0 | -33 | 33 | -2 | -6 | -4 | -1
Cc1ccc(/C=C2\C(=O)NC(=S)N(c3ccccc3F)C2=O)s1 | -3 | -1.6 | 3 | 8 | 2 | -2 | 7 | 22 | -7 | 0
Cc1ccc(-n2nc(C)c3c2NC(=O)CSC3c2ccc3c(c2)OCO3)cc1 (stereo unspecified) | -32 | 3.5 | -14 | 5 | 47 | -47 | -2 | -1 | -20 | -9
O=c1[nH]c(=S)[nH]c(O)c1CN1CCCCC1 | 6 | 0.1 | 6 | 8 | 2 | -2 | -1 | -1 | 4 | -4
CN(C)C(=O)Oc1c(Cl)cc(Cl)c2cccnc12 | -4 | 0.8 | -1 | 24 | -1 | 1 | -1 | 2 | 4 | 1
CN(C)C(=O)Oc1cccc(NC(=O)c2ccccc2C(F)(F)F)c1 | -17 | 6.5 | 3 | -12 | -6 | 6 | 0 | -2 | 3 | 4
COc1ccc(C(c2c(O)c3ccccc3oc2=O)c2c(C)n(C)n(-c3ccccc3)c2=O)cc1 (stereo unspecified) | -17 | 0.7 | -7 | 4 | -49 | 49 | 0 | -1 | -5 | -1
Cc1ccc(-c2cc(-c3ccc(C)cc3)[n+](-c3ccc(C(=O)O)cc3)c(-c3ccc(C)cc3)c2)cc1 | -17 | -0.4 | 4 | -4 | -13 | 13 | -1 | nt | 5 | -2
CC(Cc1ccccc1)/[N+]([O-])=C\c1ccc(C(F)(F)F)cc1 (stereo unspecified) | -2 | -0.5 | -7 | -3 | -11 | 11 | -2 | nt | -2 | -3
CN(C)C1(CNC(=O)c2cc(S(=O)(=O)N3CCOCC3)c(Cl)cc2Cl)CCCCC1 | -5 | -0.9 | 8 | 3 | -13 | 13 | -1 | nt | -3 | 0
Clc1ccc(COC(Cn2ccnc2)c2ccc(Cl)cc2Cl)cc1 (stereo unspecified) | -4&-8 | -1.9 | 2 | 9 | -1&2 | 1&-2 | -1 | nt | -9 | 1
COC(=O)c1ccc(CN2CCN(Cc3ccccc3)CC2)cc1 | -4 | -1.0 | 0 | -6 | -9 | 9 | 2 | 1 | -3 | -7
COc1cccc(NP2(=O)OCC(C)([N+](=O)[O-])CO2)c1 (stereo unspecified) | -5 | 3.5 | -10 | 22 | 4 | -4 | 0 | 0 | 0 | 0
C[C@]12CCC3C(CC[C@H]4C[C@H](O)CC[C@]34C)C1CCC2=O (stereo partly specified) | -10 | 2.0 | 2 | 2 | -11 | 11 | -1 | -6 | -6 | 1
C1=NCCc2c1[nH]c1ccccc21 | -6 | -2.8 | -2 | -1 | -13 | 13 | 4 | 31 | -5 | -4
CC(C)c1cccc(C(C)C)c1OCCn1ccnc1 | -20 | -1.5 | -9 | 5 | -3 | 3 | -3 | 10 | 3 | -1
COC(=O)C1=C(c2ccc(OC(F)(F)F)cc2)C[C@@H]2CC[C@H]1N2C(=O)NCCCOC(C)C | -6 | 0.7 | 3 | -1 | -6 | 6 | -4 | nt | 1 | 1
Cc1ccc(C[n+]2c(-c3ccc(C)cc3)cc(-c3ccc(C)cc3)cc2-c2ccc(C)cc2)cc1 | 11 | -0.2 | 17 | -2 | 8 | -8 | 9 | nt | -2 | 2
COC(=O)C1=C(c2ccc3ccccc3c2)C[C@@H]2CC[C@H]1N2C(=O)NCC1CC1 | -9 | 1.3 | -1 | 9 | -3 | 3 | 0 | nt | 6 | -1
CN(C)c1ccc(CN2CC=C(c3ccc(F)cc3)CC2)cc1 | 0 | 0.5 | 5 | 20 | -41 | 41 | -1 | 51* | -7 | 4
CCC1(c2ccccc2)C(=O)N(C)C(=O)N(C)C1=O | -7 | 1.7 | 8 | -8 | -2 | 2 | 2 | 0 | 4 | -4
Clc1ccccc1NC1=NCCCS1 | -3 | 2.0 | -1 | -14 | -10 | 10 | 0 | 0 | -3 | -1
O=C1NCCN2CCCC12 (stereo unspecified) | -9 | -0.6 | -9 | 9 | -24 | 26 | 0 | -4 | -8 | -1
O=C(c1ccc(Cl)cc1)C1CCCN(Cc2cccc3cccnc23)C1 (stereo unspecified) | -3 | -0.8 | -7 | -21 | 12 | -12 | 0 | 2 | -6 | -3
COc1ccc(CNCCc2c[nH]c3ccccc23)c(OC)c1OC | -12 | -2.9 | -3 | -3 | -9 | 9 | 2 | -2 | -4 | -1
Cc1ccccc1-[n+]1c(-c2ccccc2)cc(-c2ccccc2)cc1-c1ccccc1 | -3 | 0.1 | 8 | 2 | -18 | 18 | 4 | nt | -10 | -3
CC(=O)c1cn(Cc2ccc(C#N)cc2)c2ccccc12 | 5 | -2.1 | 3 | -5 | 4 | -4 | -1 | 0 | 8 | 4
CCOP(=O)(OCC)C(NC(=O)c1cccc([N+](=O)[O-])c1)C(Cl)(Cl)Cl (stereo unspecified) | 1 | 2.0 | 2 | -5 | -25 | 25 | -6 | 0 | -6 | -6
CCCCn1c(O)c(C(C)=NCc2ccco2)c(=O)[nH]c1=O | -4 | -1.1 | 0 | 13 | -1 | 1 | 2 | -3 | 1 | -3
COc1ccc(OC)c(N=Cc2c(O)n(Cc3ccccc3)c(=S)[nH]c2=O)c1 | 0 | 0.4 | -6 | 11 | 10 | -10 | -7 | 4 | 1 | 6
CCOc1ccccc1NC(=O)N1CCC2(CC1)OCCO2 | -5 | 0.5 | -1 | 5 | -5 | 5 | -1 | 0 | -4 | -1
COC(=O)C1=C(c2ccc(F)cc2F)C[C@@H]2CC[C@H]1N2C(=O)NC1Cc2ccccc2C1 | 5 | -0.5 | 13 | -9 | 0 | 0 | 0 | nt | -7 | 2
COC(=O)C1=C(c2cccc(NC(C)=O)c2)C[C@@H]2CC[C@H]1N2C | -12 | 1.2 | -5 | -1 | -2 | 2 | -2 | nt | -9 | -7
COP(=O)(/C=C(\Cl)c1ccccc1)/C=C(\Cl)c1ccccc1 | -8 | 1.6 | 0 | -9 | -12 | 12 | 0 | 1 | -9 | -2
Clc1cccc(CNCCc2ccc3c(c2)OCO3)c1 | -12 | -1.9 | 1 | -5 | -14 | 14 | -1 | 46 | -8 | -7
COC1=CC(=O)OC(/C=C/c2ccccc2)C1 (stereo unspecified) | 5 | 1.7 | -3 | 7 | 10 | -6 | 1 | nt | -8 | -3
O=C(O)CCn1cc(C=C2C(=O)NC(=O)NC2=O)c(-c2cc3ccccc3oc2=O)n1 | -11 | -0.3 | -3 | 7 | -18 | 18 | -1 | 15 | -19 | 4
O=C1/C(=C\c2cc3c(cc2Br)OCO3)N2CCC1CC2 | -2 | -3.3 | -1 | -3 | 8 | -8 | -2 | nt | 2 | 1

2 entries picked at random from the list so far, as already listed:
SMILES | PvdQ acylase | LANA DNA inh | PKA-R2B act | Arr AP2 block | SR-BI DiI inh | SR-BI uptake up | DAGLB inhibitor | NSD2 HMT inh | Cardiac RTF inh | Keap1 Nrf2 FP
COC1=CC(=O)OC(/C=C/c2ccccc2)C1 (stereo unspecified) | 5 | 1.7 | -3 | 7 | 10 | -6 | 1 | nt | -8 | -3
COP(=O)(/C=C(\Cl)c1ccccc1)/C=C(\Cl)c1ccccc1 | -8 | 1.6 | 0 | -9 | -12 | 12 | 0 | 1 | -9 | -2

(cont.)
SMILES | PvdQ acylase | LANA DNA inh | PKA-R2B act | Arr AP2 block | SR-BI DiI inh | SR-BI uptake up | DAGLB inhibitor | NSD2 HMT inh | Cardiac RTF inh | Keap1 Nrf2 FP
CCCCCP(=O)(O)c1ccccc1 | 9 | 0.2 | -2 | -3 | 14 | -14 | -1 | -6 | -2 | 0
COc1ccc(OC)c(NC2=NCCS2)c1 | -11 | 0.3 | -7 | 0 | 6 | -6 | 0 | -2 | 10 | 1
COC(=O)C1=C(c2ccc(-c3ccccc3)c(F)c2)C[C@@H]2CC[C@H]1N2C(=O)NCc1ccco1 | 0 | 2.0 | -5 | 24 | 0 | 0 | -2 | nt | -9 | -1
C=CCn1c(O)c(C(C)=NCC2CCCO2)c(=O)[nH]c1=O (stereo unspecified) | -8 | -2.6 | nt | 8 | 6 | -6 | nt | -4 | nt | -3
C[N+](C)(C)CC1CCCC1=O (stereo unspecified) | -6 | -1.5 | -3 | -26 | -46 | 46 | 3 | 0 | 5 | -4
CN1CCN(C(=O)Cc2ccccc2)CC1 | -6 | 37 | 7 | 10 | -20 | 20 | -1 | 1 | -8 | 1
CCc1cccc(CC)c1N(COC)C(=O)CCl | 7 | -2.6 | -5 | -6 | 3 | -3 | 1 | 0 | 3 | -4
Cc1cccc(-n2c(O)c(C=NCCCN3CCOCC3)c(=O)[nH]c2=O)c1C | 7 | 1.5 | -7 | 1 | -16 | 16 | 0 | -3 | -13 | -3
O=C(c1ccc(Cl)cc1)N1CCC2(CC1)OCCO2 | -11 | -2.1 | 0 | 9 | -19 | 19 | 0 | 0 | -1 | 2
CC(=O)c1ccc(OCC(=O)N2CCCC(N(C)Cc3ccccc3)C2)cc1 (stereo unspecified) | -11 | 1.6 | 0 | 0 | 7 | -7 | 1 | 17 | 6 | 3
O=C(Cc1ccccc1)OCC(=O)c1ccccc1 | -7 | -2.5 | 11 | 8 | -16 | 16 | -3 | -2 | -4 | -2
O=C(N/N=C/c1c(O)n(CCc2ccccc2)c(=O)[nH]c1=O)c1ccncc1 | -8 | -0.1 | -11 | -1 | 9 | -9 | 7 | -1 | -21 | -1
Cc1cc(Cl)ccc1C(=O)C1CCCN(Cc2ccon2)C1 (stereo unspecified) | -9 | -1.4 | 6 | -9 | -4 | 4 | -4 | 3 | -10 | -4
O=C(CN1CCN(C(=O)COc2cccc(F)c2)CC1)Nc1ccc(Cl)c(C(F)(F)F)c1 | -7 | -2.1 | 3 | -3 | 37 | -37 | 1 | -2 | -3 | 0
COc1cccc(C(=O)C2CCCN(Cc3ccc(F)cc3)C2)c1 (stereo unspecified) | 1 | 2.7 | -7 | 29 | -2 | 2 | -6 | 2 | 2 | 4
C[C@]12CC[C@H](O)CC1C(=O)CC1C2CC[C@@]2(C)C1CC[C@@H]2O (stereo partly specified) | -13 | -1.6 | 2 | 5 | -14 | 14 | -6 | -1 | -1 | -5
COC(=O)C1=C(c2cc3ccccc3o2)C[C@@H]2CC[C@H]1N2C(=O)N1CCCC1 | -4 | 0.3 | -14 | 8 | 14 | -14 | 1 | nt | -9 | 3

This is a subset; count on the stated rates, not on these rows.
